Source: PubChem BioAssay (National Center for Advancing Translational Sciences (NCATS))
ERK EGF block = EGF-driven ERK pathway inhibition | HEK293-V1b, EGF-stimulated phospho-ERK AlphaScreen | Potency, µM (highest dose often 11.5 µM), inactives show at the highest dose activity change, negative = inhibition, actives largely listed as inhibitors | hit rate 0.41% among 130,000 | AID 1454; active = well fitted inhibition curve with a large enough effect; inconclusive = small, poorly fitted or top-dose-only effect, or effect the other way;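 note: plate controls were stimulated vehicle wells for no effect and unstimulated vehicle basal for full effect; nearly all actives have a fitted effect of over 55% in size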
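Compounds are titrated over HEK293-V1b cells kept overnight in 1% FBS. After 30 min at 37C, EGF (25 nM final) triggers ERK phosphorylation for 5 min, measured by AlphaScreen in lysates.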
* = called active by the depositor; ? = inconclusive; [ ] = another dose, or the depositor's remark. Potency is the fitted concentration of half-maximal effect. These rows are one share of the data, so the mix of outcomes need not match the whole.

SMILES	ERK EGF block
O=C(COC(=O)c1c[nH]c(=O)[nH]c1=O)Nc1ccccc1F	20%
COc1ccccc1Nc1nc2ccccc2n1C	0%
Cc1ccc(/C=N/N(Cc2ccccc2)c2ccccc2)o1	-8%
COc1ccc(C(=O)NCCNc2ccccc2[N+](=O)[O-])cc1	7%
COc1ccc(OC)c(-n2c(=S)[nH]c3cc(C(=O)N(C)Cc4ccccc4)ccc3c2=O)c1	8%
Cc1cc(NC(=O)CCSc2ccccc2)ccc1Br	8%
O=C(NCCN1CCOCC1)c1cnn2c1NC(c1cccs1)CC2C(F)(F)F (stereo not drawn)	-5%
COc1cc(/C=C/C(=O)OCC(=O)NCc2cccs2)ccc1OC(F)F	-7%
COc1cc(OC)c2ccc(=O)oc2c1C(CC(=O)N1CCCC1)c1ccc(N(C)C)cc1 (stereo not drawn)	-18%[57.5 µM]
COc1cc(SC#N)ccc1N=Cc1c(C)[nH]n(-c2ccc(C)c(C)c2)c1=O	7%
O=C(N/N=C/c1ccccn1)c1ccc(S(=O)(=O)N2CCCCCC2)cc1	-10%
COc1nc(NCc2cccnc2)nc(NC2CCCCC2)n1	-2%
CCOc1ccc2ccccc2c1CNc1nnnn1C	?
COc1ccc(NC(=O)CSc2ccc(-c3ccccn3)nn2)cc1OC	10%
COCCNC(=S)NC(=O)CC12CC3CC(CC(C3)C1)C2	-7%
COc1cccc(NC(=O)C(Cc2ccccc2)NC(=O)C2CCC(C)CC2)c1 (stereo not drawn)	4%
CC(=O)N1CCN(c2cc(N3CCCC3)c(F)cc2[N+](=O)[O-])CC1	1%
CN(CCOc1ccccc1)CC(=O)Nc1ccc(S(=O)(=O)N2CCCC2)cc1	-7%[57.5 µM]
COCCNC(=O)c1cc(S(=O)(=O)N(C)c2ccccc2OC)ccc1C	-4%[57.5 µM]
CCN(CC)C(=O)C[n+]1cccc(/C=N/O)c1	-4%
Cc1[nH]c2ccccc2c1-c1csc(NC(=O)CSCCO)n1	-3%
CCOC(=O)Cc1nnc(NC(=O)C(CC)Sc2nc(C)cc(=O)[nH]2)s1 (stereo not drawn)	2%
O=C(NC(N1CCOCC1)C(Cl)(Cl)Cl)c1ccco1 (stereo not drawn)	31%
CC1CCN(C(=S)c2ccc(-c3ccc(Cl)cc3Cl)o2)CC1	?
Cc1cc(NC(=O)NCC(F)(F)F)no1	0%[57.5 µM]
Cc1cc(C(=O)CSc2nnc3ccccn23)c(C)n1-c1ccccc1	6%
Cc1nn(CC(=O)NCc2ccccc2F)c(C)c1[N+](=O)[O-]	-5%
NC1(C(=O)O)CCc2cc(C(=O)O)ccc21 (stereo not drawn)	16%
Clc1ccc2c(c1)C(N1CCNCC1)=Nc1ccccc1O2	-4%[57.5 µM]
CCOC(=O)c1sc(NC(=O)/C=C/c2c(F)cccc2Cl)nc1C	-4%
COC(=O)[C@@]1(C)C[C@@H]1[C@@H](NC(=O)[C@@]1(C)C[C@@H]1[C@@H](NC(=O)[C@@]1(C)C[C@@H]1[C@@H](NC(=O)[C@@]1(C)C[C@@H]1[C@@H](NC(=O)OCc1ccccc1)c1ccccc1)c1ccccc1)c1ccccc1)c1ccccc1	3%
Cc1cc(C)c(C)c(S(=O)(=O)Nc2ccccc2C(=O)NCCCN2CCOCC2)c1C	4%[57.5 µM]
COc1ccc(CCN2C(=O)NC(NS(=O)(=O)c3ccc(NC(C)=O)cc3)(C(F)(F)F)C2=O)cc1OC (stereo not drawn)	5%
Nc1cc(-c2ccc(Cl)cc2)nn1-c1ccccc1	4%
CCNC(=O)COc1ncnc2scc(-c3ccc(F)cc3)c12	-7%
COC(=O)c1ccccc1NC(=O)CCS(=O)(=O)c1ccc(Br)cc1	-18%
Cc1ccc(OCc2nnc(N)s2)cc1	-1%
N#CNC(=Nc1ccccc1F)SCc1ccc(C(=O)O)cc1	-7%
CSc1nc(Cl)cc(Nc2ccccc2N)n1	-1%
O=[N+]([O-])c1ccccc1-c1ccc(C(=S)N2CCCC2)o1	?
O=S(=O)(Nc1ncccn1)c1ccc(NC(=S)NCCc2ccc(Cl)cc2)cc1	0%[57.5 µM]
CCCCC(NC(C)=O)c1nc2ccccc2n1CCC (stereo not drawn)	-9%
O=C(NC1CC1)c1cccc(Br)c1	1%
CCCCC(=O)NNC(=S)NCc1ccccc1	-1%
CC(C)Nc1nnc(SCC(=O)/C=C2\N(C)c3ccccc3C2(C)C)s1	?
O=C(N=Nc1c(O)[nH]c2ccccc12)c1ccco1	-9%
CCOC(=O)N1CCC(N2C(=O)c3ccccc3C2Nc2cc(Cl)c(OC)cc2OC)CC1 (stereo not drawn)	-6%
O=C1CCC(=O)N1OCCCCOc1ccccc1	0%
Cc1ccc(C(=O)N/C(=C\c2cccs2)C(=O)NCC2CCCO2)cc1C (stereo not drawn)	5%
Cc1cc(C)c2[nH]c(C(=O)Nc3ccc4c(c3)OCO4)cc2c1	9%[57.5 µM]
Cc1cccc(C2c3[nH]c4ccccc4c3CCN2Cc2cccn2-c2ncccn2)c1 (stereo not drawn)	3%
CC(=O)Nc1ccc(NC(=O)COC(=O)c2cnccn2)cc1	-13%
COc1ccc(-c2ccc(F)cc2)cc1[C@H]1[C@H]2C=CC[C@@H](C)[C@@H]2C(=O)N1Cc1ccccc1	3%[57.5 µM]
CSCc1ccc(C(=O)Nc2ccc(C(N)=O)cc2)cc1	-10%
S=c1[nH]nc(-c2ccccn2)n1/N=C/c1ccc(-c2ccccc2Cl)o1	0%
COC(=O)[C@@]1(Cc2ccc(OC)cc2)[C@H]2c3cc(C(=O)N4CCCC4)n(CCCNc4ncc(C(F)(F)F)cc4Cl)c3C[C@H]2CN1C(=O)c1ccccc1	-8%
CCOC(=O)c1ccc(NC(=O)CSC2=NC(=O)C(CC)C(=O)N2)cc1 (stereo not drawn)	-6%
O=C1CCC2c3ccc4ccccc4c3CCN12 (stereo not drawn)	-1%
Cc1ccc(S(=O)(=O)c2nc(NN(C)C)sc2Cl)cc1	-6%
Cc1ccc(S(=O)(=O)CCC(=O)Nc2ccc(S(=O)(=O)N(C)C)cc2)cc1	-10%

Sorted by SMILES length (largest number first): part of the list above.
SMILES	ERK EGF block
COC(=O)[C@@]1(Cc2ccc(OC)cc2)[C@H]2c3cc(C(=O)N4CCCC4)n(CCCNc4ncc(C(F)(F)F)cc4Cl)c3C[C@H]2CN1C(=O)c1ccccc1	-8%
COc1ccc(-c2ccc(F)cc2)cc1[C@H]1[C@H]2C=CC[C@@H](C)[C@@H]2C(=O)N1Cc1ccccc1	3%[57.5 µM]
O=C1CCC2c3ccc4ccccc4c3CCN12 (stereo not drawn)	-1%

(next part)
SMILES	ERK EGF block
COc1ccc(CC(=O)NNC(=O)c2nn(Cc3ccccc3)c(=O)c3ccccc23)cc1OC	-12%[57.5 µM]
Cc1nn(C)c(N)c1[N+](=O)[O-]	-11%[57.5 µM]
CCC(C)(C)NC(=O)C(c1ccc(C)cc1)N(Cc1cccnc1)C(=O)c1csnn1 (stereo not drawn)	8%
CC1CCN(C(=O)CSc2nnc(Cn3c(=O)sc4ccccc43)n2C)CC1	8%
O=C(CN1CCN(S(=O)(=O)c2ccc(Br)cc2)CC1)N/N=C/c1cccnc1	3%
CCc1ccc(/C=C/C(=O)c2ccc(S(=O)(=O)N(C)C)cc2)cc1	1%
O=c1[nH]nc(-c2ccc(F)cc2)cc1Cc1cccs1	-1%[57.5 µM]
CC(C)C(=O)N1CCN(c2ccc(NC(=O)COc3ccccc3[N+](=O)[O-])cc2)CC1	32µM*
O=C(NCCCn1ccnc1)/C(=C/c1ccccc1)NC(=O)c1ccccc1	1%
COC(=O)c1cc(N2CCNCC2)nc2ccccc12	-18%[57.5 µM]
CCOc1ccccc1N1CC(C(=O)Nc2cccc(S(=O)(=O)N3CCCCC3)c2)CC1=O (stereo not drawn)	13%
O=C(NCCCN1CCCCCC1)c1ccc2c(Cl)c3c(nc2c1)CCCC3	7%
COc1cc(/C=N/NC(=O)c2ccncc2)ccc1OCc1cnc(Cl)s1	7%
CC1Cc2ccccc2N1CC(=O)NC(=O)NC1CCCCC1 (stereo not drawn)	2%
CCOC(=O)c1cccnc1SCC(=O)Nc1ccc(C)cc1	-1%
Cn1c(=O)c(NC2CCCCC2)c2c3c(cccc31)C(=O)c1ccccc1-2	?
CCCCN(CC)CCCNC(=S)Nc1ccc2nc(N3CCN(C)CC3)cc(C)c2c1	-2%
O=C(CSc1nnc2ccccn12)NNC(=O)c1ccccc1	-3%
COc1ccc(OC)c(/C=N/n2c(-c3n[nH]c4c3CCC4)n[nH]c2=S)c1	-7%[57.5 µM]
Cc1nc(-c2ccc(C(=O)NCCO)cc2)cs1	-4%

ERK EGF block, hit marks shown above.
SMILES	ERK EGF block
CC(C)C(=O)N1CCN(c2ccc(NC(=O)COc3ccccc3[N+](=O)[O-])cc2)CC1	32µM*

Returning to the listing; the 6 compounds before the break are reprinted first.
SMILES	ERK EGF block
CCOC(=O)c1cccnc1SCC(=O)Nc1ccc(C)cc1	-1%
Cn1c(=O)c(NC2CCCCC2)c2c3c(cccc31)C(=O)c1ccccc1-2	?
CCCCN(CC)CCCNC(=S)Nc1ccc2nc(N3CCN(C)CC3)cc(C)c2c1	-2%
O=C(CSc1nnc2ccccn12)NNC(=O)c1ccccc1	-3%
COc1ccc(OC)c(/C=N/n2c(-c3n[nH]c4c3CCC4)n[nH]c2=S)c1	-7%[57.5 µM]
Cc1nc(-c2ccc(C(=O)NCCO)cc2)cs1	-4%
COc1ccc(CCC(=O)NCc2cn3ccc(C)cc3n2)cc1	-13%[57.5 µM]
Cn1c(SCC(=O)Nc2ccc(NC(=O)c3cccs3)cc2)nnc1-c1ccncc1	-2%
Cc1ccc(C(=O)Nc2cccc(S(=O)(=O)N3CCOCC3)c2)cc1[N+](=O)[O-]	0%[57.5 µM]
O=[N+]([O-])c1cc([N+](=O)[O-])c2cccnc2c1O	2%[57.5 µM]
CCN(CC)c1ccc2ccc(=O)oc2c1	-4%
COc1ccc2c(c1)c(=O)c(C(=O)c1ccc(F)cc1)cn2CC(=O)Nc1ccc(F)cc1	3%
COc1ccc(-c2cc(-c3ccc(N)cc3)nc(N)c2C#N)cc1OC	-5%
Clc1nc(-c2ccccn2)nc2scc(-c3ccccc3)c12	8%
COc1ccc(NS(=O)(=O)c2ccc(I)cc2)cc1N1CCN(C)CC1	-8%
Cc1csc(NC(=O)C2CCN(S(=O)(=O)c3ccccc3F)CC2)n1	?
Cc1ccc2nc(/C=C/c3cccc(F)c3)ccc2c1	-3%
C=CCNC(=O)CSCc1ccc(Br)cc1	-4%
Cc1cc(C(=O)COC(=O)c2ccc(O)cc2)c(C)n1CC1COc2ccccc2O1 (stereo not drawn)	3%
Cn1c(=S)n(/N=C/c2cccs2)c2ccccc21	-1%[57.5 µM]
CC(OC(=O)c1ccncc1)C(=O)Nc1cc(S(=O)(=O)N2CCCCC2)ccc1Cl (stereo not drawn)	15%
N#C/C(=N\Nc1ccc(F)cc1)C(=O)C1CC1	-13%[57.5 µM]
COc1ccc(C(=O)NNC(=O)CCn2nnc(-c3ccc(C)cc3)n2)cc1OC	4%
CN1c2ccccc2C(=O)/C(=C\Nc2ncccn2)S1(=O)=O	-5%[57.5 µM]
Cc1nn(Cc2ccccc2)c(Cl)c1/C=C1\NC(=S)NC1=O	-8%
CC(C)NC(=O)C(=O)NCc1ccccn1	-2%[57.5 µM]
Cc1ccc(NS(=O)(=O)c2ccc3c(c2)CCC(=O)N3)cc1C	-17%[57.5 µM]
CCOc1ccc(N(C(=O)Cn2nnc3ccccc32)C(C(=O)NC(C)(C)CC)c2cccn2C)cc1 (stereo not drawn)	8%
CCOC(=O)C1CCCN(CCCc2ccccc2)C1 (stereo not drawn)	1%
Cc1cccc(OC(=O)NCCOC(=O)N(O)c2ccc(Cl)cc2)c1	2%
Cc1cccc(OCC(=O)N/N=C/c2ccc3c(c2)OCO3)c1	0%
CCOC(=O)NC(=O)c1cn(CCN(C)C)c(=O)[nH]c1=O	-2%
CCCCc1nc(Cl)c(CO)n1Cc1ccc(-c2ccccc2-c2nn[nH]n2)cc1	2%
O=[N+]([O-])c1ccc(N/N=C\c2ccccc2OCc2ccccc2)cc1	3%
Cc1cc(NCc2cccnc2)no1	7%[57.5 µM]
COc1ccc(C)cc1N(CC(=O)Nc1ccc2c(c1)OCCO2)S(C)(=O)=O	-2%
CC1=CC(c2ccccc2)=Nc2ccc(C)cc2N1	6%
Clc1ccccc1-c1nnc(CNC2CC2)o1	2%
Cc1cccc2c(-c3ccccc3)cc(=O)[nH]c12	-3%
CCCCCOC(=O)CC(C(=O)OCCCCC)N1CCCCC1 (stereo not drawn)	?
COc1ccc(NS(=O)(=O)c2ccc(NC(=O)c3ccc(CN4CCOCC4)cc3)cc2)cc1	11%
COc1ccc(N2CCN(C(=O)C3CCN(S(=O)(=O)c4ccc(F)cc4)CC3)CC2)cc1	-1%
COc1ccc(N=C2SCC(c3ccc(C)cc3)=NN2CCO)cc1	0%[57.5 µM]
O=C(Cn1c(=O)c2ccccc2n(CC(=O)N2CCCCC2)c1=O)N1CCCCC1	-12%[57.5 µM]
Cc1cc(O)c(NC(=O)c2cc([N+](=O)[O-])ccc2Cl)cc1C	3%
COc1ccc(NC(=O)CN2CCC(C(N)=O)(N3CCCCC3)CC2)c(OC)c1	1%
O=C(CCN1CCCCC1)N/N=C/c1ccc(Br)cc1	-8%
Cc1ccc(-n2cc(-c3ccccc3)c3c(N4CCOCC4)ncnc32)cc1	-7%
CCCCCCCCCCCCS[C@H]1CS(=O)(=O)C[C@@H]1O	13%[57.5 µM]
Cc1cc(C(=O)C(C)Cl)c(C)n1Cc1ccco1 (stereo not drawn)	-5%
O=C(c1csnn1)N1CCC2(CCCN(Cc3ccccc3)C2)CC1	-14%
O=C(Cn1cnc2cc([N+](=O)[O-])ccc2c1=O)Nc1ccc(N2CCOCC2)cc1	-1%[57.5 µM]
CCOC(=O)c1nn(-c2ccc(Cl)cc2)c2nnc(Cc3ccccc3)c(=O)n12	7%
O=C(NCC1OCCc2ccccc21)c1cc(COc2c(F)cccc2F)on1 (stereo not drawn)	3%
COc1ccccc1-c1nc(COc2ccc(Cl)cc2Cl)no1	-16%[57.5 µM]
